Bioassay records from PubChem BioAssay.
BaF3 parental = reduces parental Ba/F3 cell viability, JAK2V617F counter-screen. CellTiter-Glo ATP luminescence. inhibition, % at 5.6 µM. 1.1% of 220,000 active. AID 1486;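 active means inhibition above a per-campaign cutoff, the mean inhibition of all tested compounds plus 3 SD, cut at about 27% in these data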;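 further: 0% = DMSO wells and 100% = JAK Inhibitor I control wells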
PERK inhibitor = blocks human PERK kinase; Q9NZJ5; CHO PERK-DD fusion, SEAP luminescence translation reporter; inhibition, % at 5.6 µM; 0.17% of 220,000 active; AID 1416;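 active means inhibition above the mean inhibition of all tested compounds plus 3 SD, set separately per screening campaign, cut at about 2.9% in these data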;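 further: PERK kinase domain activated by AP20187 dimerizer at 100 nM; 0% = DMSO with dimerizer and 100% = rapamycin at 8.4 µM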
S1P4 antagonist = blocks the human S1P4 receptor | inhibition, % at 4.98 µM | 0.26% of 220,000 active | S1P4-expressing cells, antagonist mode, reporter read-out; in the data active means inhibition above about 29%;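 further: 0% = wells stimulated with agonist and 100% = vehicle wells without agonist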
MDM2 E3 inh = Mdm2 E3 ligase (human) inhibition | Q00987 | cell-based MDM2 ubiquitination luciferase reporter, 2 h; 0 = plate control, 100 = twice control, blank-subtracted | signal enhancement, % at 5 µM | 0.11% of 210,000 active | AID 1230;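 active means signal enhancement of 30% or more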;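 further: luminescence tracks abundance of the self-degrading MDM2-luciferase fusion protein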
Target sequence (Q00987 whole entry, looked up, the tested form may be a part): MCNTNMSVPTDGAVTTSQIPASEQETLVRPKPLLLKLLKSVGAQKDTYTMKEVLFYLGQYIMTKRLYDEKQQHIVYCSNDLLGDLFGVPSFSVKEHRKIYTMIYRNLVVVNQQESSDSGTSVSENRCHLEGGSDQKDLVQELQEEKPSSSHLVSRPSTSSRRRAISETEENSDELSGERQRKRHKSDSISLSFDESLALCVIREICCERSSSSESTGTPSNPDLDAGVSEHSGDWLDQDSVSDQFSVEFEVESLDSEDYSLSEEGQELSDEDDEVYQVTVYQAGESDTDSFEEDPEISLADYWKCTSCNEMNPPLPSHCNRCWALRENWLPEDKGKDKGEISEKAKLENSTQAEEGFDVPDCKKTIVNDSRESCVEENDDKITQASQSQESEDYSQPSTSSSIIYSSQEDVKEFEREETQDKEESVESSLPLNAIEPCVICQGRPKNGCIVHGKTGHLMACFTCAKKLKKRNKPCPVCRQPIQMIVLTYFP
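Test system: mammalian cells stably expressing self-ubiquitinating, self-degrading MDM2 E3–luciferase fusion; Amount: 2000 cells in each well; Medium: DMEM; Schedule: 4 h settle plus 2 h compound, 37 °C; Technique: SteadyLite luciferase luminescence after 15 min room-temperature reagent incubation; Benchmarks: plate control and blank wells.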
S1P4 agonist = human S1P4 receptor agonism; 0.35% of 220,000 active; S1P4-expressing cell line, agonist reporter assay; activation, % at 4.98 µM; in the data active means activation above about 11%;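 further: 0% = DMSO vehicle and 100% = reference agonist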
eIF4E 4G PPI = eIF4E/eIF4G interaction inhibition in translation initiation. TR-FRET eIF4E-eIF4GI(517-606) binding, 2 h. inhibition, % at 21.7 µM. 0.37% of 220,000 active;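 active means inhibition above about 30%, limit read from the data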;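 further: 0% = full FRET control wells and 100% = background wells lacking eIF4GI fragment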
NPY-Y2 PAM-ag = human NPY-Y2 potentiation or agonism, primary screen | activation, % at 3.6 µM | 0.45% of 220,000 active | cells expressing NPY-Y2, potentiator/agonist read-out; in the data active means activation above about 27%;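 further: cells stimulated with NPY near EC25 plus isoproterenol at EC100; 0% = vehicle plus submaximal agonist and 100% = vehicle plus saturating agonist; some results beyond the cut were filed as inactive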
Target sequence (P49146 whole entry, looked up): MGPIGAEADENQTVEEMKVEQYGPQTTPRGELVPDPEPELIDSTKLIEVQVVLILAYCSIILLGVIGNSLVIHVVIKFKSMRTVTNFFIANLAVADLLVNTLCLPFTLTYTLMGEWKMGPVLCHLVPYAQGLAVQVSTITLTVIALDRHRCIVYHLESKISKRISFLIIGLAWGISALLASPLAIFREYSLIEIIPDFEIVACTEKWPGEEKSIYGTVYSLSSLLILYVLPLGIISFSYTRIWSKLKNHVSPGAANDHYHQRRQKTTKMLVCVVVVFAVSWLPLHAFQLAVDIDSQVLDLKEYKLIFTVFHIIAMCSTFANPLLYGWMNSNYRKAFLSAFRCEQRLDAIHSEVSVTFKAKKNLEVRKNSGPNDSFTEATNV
Wee1 stabilizer = blocks degradation of human Wee1 kinase; 1.2% of 220,000 active; AID 1321; HeLa Luc-Wee1K328M stability, luciferase luminescence; 100% = proteasome inhibitor MG132 effect; reporter increase, % at 5 µM;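 active means activation above the mean of all tested compounds plus 3 SD, set per screening run, cut at about 8.8% in these data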;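 further: cells exposed to compound for 20 h before luminescence read; 0% = DMSO alone and 100% = MG132 at 30 µM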
Ba/F3 V617F tox = lowers viability of Ba/F3 cells expressing EpoR and JAK2V617F; ATP luminescence; inhibition, % at 5.6 µM; 1.1% of 220,000 active;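 active means inhibition above the campaign mean plus 3 SD over all tested compounds, cut at about 24% in these data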;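 further: cytokine-independent growth of Ba/F3 cells driven by EpoR plus mutant JAK2; 0% = DMSO-treated cells and 100% = JAK inhibitor I control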
Active calls of the source: *; . = not tested or not shown; & = joins results of further samples; [ ] = dose if it differs, or a comment.

entry	Compound	BaF3 parental	PERK inhibitor	S1P4 antagonist	MDM2 E3 inh	S1P4 agonist	eIF4E 4G PPI	NPY-Y2 PAM-ag	Wee1 stabilizer	Ba/F3 V617F tox
1	CNS(=O)(=O)c1cccc(C(=O)OCC(=O)NCc2ccccc2)c1	2	1.1	-15	-14	-1.4	-11	9	6	-2
2	CC(C)CC(NC(=O)C1CCCCC1)C(=O)N1CCN(c2ccccn2)CC1 (stereo not drawn)	2	-0.2	1	-14	0.7	2	7	1	-6
3	CCc1c(O)nc2sc3ccccc3n2c1=O	-5	1.7	-30	-67	0.2	-3	-6	-3	-2
4	CS(=O)(=O)N1CCC(C(=O)NCCN2CCN(Cc3ccccc3)CC2)CC1	6	1.1	-15	-4	-0.9	2	-3	-1	-3
5	Cc1nn(Cc2ccc(Cl)cc2)c(Cl)c1/C=N/NC(=O)c1cccnc1	0	-1.1	-17	-10	-0.5	-9	-17	-3	2
6	COc1ccc(S(=O)(=O)Oc2cccc(/C=N/N=C3/NC(=O)C(CC(=O)O)S3)c2)cc1 (stereo not drawn)	0	1.8	-13	-21	-1.5	1	-30	0	-3
7	CCCCCCc1cc2cc(-c3nnc(-c4ccccc4)o3)c(=O)oc2cc1O	1	-0.7	5	-9	-1.3	-18	5	3	1
8	Cc1cc(C)c2c(SC(C)C)nc(N)nc2n1	2	0.3	-45	.	0.3	-2	-3	0	-1
9	COc1ccc(CCNc2oc(-c3ccccc3OC)nc2C#N)cc1	3	-0.8	-13	-4	-0.2	-15	-5	2	1
10	Cc1ccc(OCC(=O)N2CCN(C(=O)c3cccs3)CC2)cc1	1	-0.4	-7	-9	1.3	-2	5	-1	-2
11	O=S(=O)(NCCc1ccccn1)c1ccc(F)c(F)c1	2	0.9	-22	2	1.6	6[fluorescence artefact?]	17	0	0
12	Clc1ccc(-c2nnc(C34CC5CC(CC(C5)C3)C4)o2)cn1	1	0.1	16	-14	-0.3	1	-1	-1	-1
13	O=C(c1ccc(Cl)cc1)C1CCN(C(=O)N2CCOCC2)CC1	2	1.1	20	-1	-0.6	-2	9	-1	0
14	CCOC(=O)c1[nH]c2c(c1-c1ccccc1)C(=O)CC(c1ccccc1)C2 (stereo not drawn)	7	-0.4	9	.	0.1	-3	-5	-3	5
15	Cc1ccc(/C=N\NC(=O)CCc2n[nH]c(=O)[nH]c2=O)o1	0	0.3	-7	-19	-0.1	1	4	-3	-2
16	Cc1sc2nc(CSc3nc4ccccc4c(=O)n3CCCN3CCOCC3)[nH]c(=O)c2c1C	2	-1.3	-19	-9	1.4	-20	-5	-1	-2
17	CCOC(=O)/C(C#N)=C\c1cc(C)n(-c2ccccc2)c1C	2	0.5	-30	-9	3.0	1	11	2	2
18	Cn1ncc(Cl)c1C(=O)NC(=S)Nc1sc2c(c1C#N)CCCCC2	3	0.5	-1	-4	1.7	3	5	2	2
19	CC(C)(C)SCCNC(=O)c1ccccc1	2	-0.5	0	-14	-1.4	-1	10	1	1
20	Cc1nc(SCCCSc2n[nH]c(C)n2)n[nH]1	2	1.3	1	.	1.1	2	7	-1	-2
21	Cc1csc(NC(=O)c2ccc(C)c([N+](=O)[O-])c2)n1	9	-0.3	-17	-43	1.5	10	-6	2	1
22	O=C1CSC(c2ccccn2)N1c1ccc(F)cc1F (stereo not drawn)	7	0.4	-5	-12	-1.5	-1	-2	9.9*	2
23	c1ccc(Cc2nn3c(-c4ccncc4)nnc3s2)cc1	2	-0.3	-17	-7	0.8	11	9	0	-3
24	O=C(O)CNC(=O)C1COc2ccccc2O1 (stereo not drawn)	3	1.1	-6	-7	-1.5	2	1	-2	-5
25	Cc1ccccc1-n1ncc2c([N+](=O)[O-])cc([N+](=O)[O-])cc21	0	0.0	3	2	1.0	4	-1	2	-1
26	C=C(C)Cn1c(N2CCCC2)nc2c1c(=O)[nH]c(=O)n2C	4	0.1	-22	-3	2.1	4[fluorescence artefact?]	2	-1	-2
27	CCOC(=O)c1[nH]c(CSc2nnc(-c3ccncc3)n2CCOC)c(C(=O)OCC)c1C	5	-0.4	1	-2	-0.1	-7	1	1	1
28	CSc1sc(C(=O)NC(=O)NCc2cccnc2)c(C)c1-c1ccon1	-1	-0.8	13	-13	0.7	1	-22	-1	-2
29	CCCCN(C)C(=O)C(Cc1ccccc1)NS(=O)(=O)c1ccc2c(c1)c(=O)n(C)c(=O)n2C (stereo not drawn)	2	-0.6	-15	-18	3.6	3	6	0	-3
30	O=C(CN(Cc1cccs1)C(=O)CNC(=O)c1ccco1)NC1CCCCC1	-2	-0.2	-5	-4	-0.7	4	-5	2	1
31	Cc1ccc(NC(=O)CNc2ccc(Cl)c(Cl)c2)cc1S(=O)(=O)N(C)C	5	-0.4	-14	-12	0.4	-35	25	0	4
32	CCOc1ccc(Cn2c(=O)sc3ccccc32)cc1	1	0.5	-25	.	1.6	-13	-14	-3	0
33	C=CCn1c(SCc2c(C)noc2C)nnc1C1COc2ccccc2O1 (stereo not drawn)	8	0.3	-7	-14	-1.3	-1	-21	1	-2
34	COC1CCN(Cc2cn(Cc3ccccc3)nc2-c2cc3ccccc3o2)CC1	5	1.0	13	-12	-1.0	7	-27	0	1
35	Cc1cccn2c(=O)c3cc(C(=O)NCC4CCCO4)n(C)c3nc12 (stereo not drawn)	0	-0.1	-7	.	-1.8	.	14	2	-6
36	COc1cccc2cc(-c3csc(NC(=O)CCC(=O)NCCCN4CCC(C)CC4)n3)c(=O)oc12	1	0.3	-1	.	-0.7	-1	1	-2	11
37	CCOc1ccc(-c2nnc(-c3ccncc3)o2)cc1	7	0.7	-14	-33	0.2	.	-5	-1	2
38	CCOC(=O)c1c(N)ssc1=S	0&-6	1.7&1.6	4&-13	-3	2.5&-0.4	1&-11	8&3	3&-2	-4&-5
39	Cc1c(NC(=O)C2(C)CCCCC2)c(=O)n(-c2ccccc2)n1C	2	0.5	-13	-34	2.3	2	1	0	-3
40	CN(C)CCSc1nc(N)c2c3c(sc2n1)COC(C)(C)C3	8	-0.8	-7	-7	-1.4	2	-18	-2	3
41	COc1ccccc1C(=O)NC(=S)Nc1cc(C(=O)O)ccc1C	6	0.6	-3	14	0.4	0	-11	4	-2
42	O=C(c1cc([N+](=O)[O-])ccc1Cl)N1CCN(c2ccccc2)CC1	2	-0.3	-39	-1	1.1	6[fluorescence artefact?]	-2	0	-1
43	Cc1ccc2cccc(OCC(=O)N3CC(C)CC(C)C3)c2n1 (stereo not drawn)	5	1.0	0	-23	0.4	2	-11	2	1
44	Fc1cccc(C2NN=C(c3ccccc3)S2)c1 (stereo not drawn)	7	0.1	-16	-38	1.3	-22	-10	-3	2
45	CC(C)c1c(O)nc(SCCC(=O)O)[nH]c1=O	-1	1.7	-48	-21	3.8	1[fluorescence artefact?]	13	2	-5
46	O=C(NC1CCCCC1)c1cc(-c2ccco2)on1	6	0.1	-14	-1	3.4	0[fluorescence artefact?]	-18	-1	0
47	Cc1cccc(C(=O)N/N=C2\CS(=O)(=O)N(C)c3ccsc32)c1	-5	0.1	-1	.	-0.1	-8	3	-1	-3
48	CCCC(=O)Nc1cc(OC)c(C(=O)OC)cc1Cl	2	0.3	7	-14	1.4	-2	-13	2	0
49	COc1ccc(-c2sccc2C(C)C(=O)O)cc1 (stereo not drawn)	3	2.0	14	-23	0.1	1	3	-3	1
50	CCc1nc2ccccc2n1Cc1cc(=O)n2cc(C)ccc2n1	0	-0.5	0	-17	-1.5	-9	10	-1	-5
51	CC(C)C[C@H](NC(=O)[C@@H]1Cc2ccccc2CN1C(=O)OC(C)(C)C)C(=O)NCC1CCC(C(=O)O)CC1 (stereo partly drawn)	-2	0.9	-8	.	-0.8	-6	5	1	-3
52	COc1cc(-c2nnc(SCC(=O)NC3CCS(=O)(=O)C3)o2)cc(OC)c1OC (stereo not drawn)	6	0.5	-1	-7	0.5	0	-7	-2	-2
53	COc1ccc(/C=N/n2c(C)cc(C)cc2=O)cc1	3	-0.2	8	-16	1.6	3	-5	-1	3
54	C=CCc1ccc(OCCOc2ccc(/C=N/n3cnnc3)cc2OCC)c(OC)c1	6	-1.5	-15	-16	0.1	-2	1	-3	4
55	CN(C)CCCNc1c2c(nc3cc(-c4cccc(F)c4)nn13)CCC2	4	-0.7	-24	-6	-0.4	0	-9	2	2
56	CC(C)NC(=O)CC1C(=O)N(Cc2ccccc2)C(C)c2nc3ccccc3n21 (stereo not drawn)	3	0.1	-10	21	0.9	-2	-12	0	-1
57	O=C1c2ccccc2C(=O)N1CCc1nn[nH]n1	6	0.9	-5	-3	-1.7	6	-5	-2	1
58	O=C1CCCN1CN(C(=O)c1ccc2c(c1)OCO2)c1ccc(F)cc1	2	-1.0	-29	-4	1.9	6	-15	0	-3
59	Cc1cc(NC(=O)CSc2ccc3nnc(-c4cccs4)n3n2)no1	5	1.8	-44	-6	-1.6	0	4	1	-4
60	COC(=O)c1c(C)oc(C)c1S(=O)(=O)N1CCCC1	0	2.4	-2	-16	1.5	0	-3	0	-2

Additional records
entry	Compound	BaF3 parental	PERK inhibitor	S1P4 antagonist	MDM2 E3 inh	S1P4 agonist	eIF4E 4G PPI	NPY-Y2 PAM-ag	Wee1 stabilizer	Ba/F3 V617F tox
61	O=C1C2CC=C(Cl)CC2C(=O)N1CCC[n+]1ccccc1 (stereo not drawn)	2	1.1	-6	-18	-1.2	6[fluorescence artefact?]	-8	1	0
62	COc1ccccc1N(CC(=O)NCC1CCCO1)C(=O)Cn1nnc(-c2cccs2)n1 (stereo not drawn)	9	0.1	-3	-10	0.7	-4	5	2	2
63	CC(=O)N1CCc2cc(Br)cc(S(=O)(=O)NCCCN3CCC(C)CC3)c21	0	-0.1	3	-26	2.1	-11	4	-3	-3
64	Cc1ccc2nsnc2c1S(=O)(=O)N1CCCC1	6	0.8	11	-16	0.7	-2	9	2	0
65	COc1ccc(C2CC(c3ccc(Cl)cc3Cl)n3nc(N)nc3N2)cc1 (stereo not drawn)	4	-0.1	-7	-29	0.8	-3	1	-2	1
66	COc1cccc(OC(=O)CSc2nnc(-c3ccccc3Br)o2)c1	0	1.6	4	-5	0.6	18	0	-3	0
67	CCc1ccc(OCC(=O)Nc2cccc3nsnc23)cc1	3	0.3	13	-10	-2.1	0	-23	0	0
68	COC(=O)CCCCCN1C(=O)NC(c2ccc(-c3ccccc3)cc2)C(C(=O)OCc2ccccc2)=C1C (stereo not drawn)	3	0.3	0	.	0.7	-3[fluorescence artefact?]	4	-4	-3
69	Cc1cc2oc(=O)cc(C)c2cc1NC(=O)CCC(=O)O	5	0.4	-9	-13	-0.3	-2	9	2	2
70	CCCn1cc(SCC(=O)Nc2ccc3c(c2)OCO3)c2ccccc21	10	-0.1	-2	-17	0.8	-6	-18	0	5
71	O=C(CSc1nnc(Cc2cc(=O)[nH]c(=O)[nH]2)n1-c1ccc(F)cc1)NC1CCCC1	-2	1.5	-1	-1	-3.5	1[fluorescence artefact?]	2	-1	-3
72	CCCCOc1cccc(OCCCC)c1C(=O)Nc1cc(C)on1	4	-0.6	-2	-22	1.0	-4	-10	2	-2

An excerpt of these results, with one line to a screen.
47) Cc1cccc(C(=O)N/N=C2\CS(=O)(=O)N(C)c3ccsc32)c1
48) CCCC(=O)Nc1cc(OC)c(C(=O)OC)cc1Cl

| entry no. | 47 | 48 |
| --- | --- | --- |
| BaF3 parental | -5 | 2 |
| PERK inhibitor | 0.1 | 0.3 |
| S1P4 antagonist | -1 | 7 |
| MDM2 E3 inh | . | -14 |
| S1P4 agonist | -0.1 | 1.4 |
| eIF4E 4G PPI | -8 | -2 |
| NPY-Y2 PAM-ag | 3 | -13 |
| Wee1 stabilizer | -1 | 2 |
| Ba/F3 V617F tox | -3 | 0 |
